Screening results deposited in PubChem by several laboratories.
p-CIP stab down = p/CIP-EGFP fusion destabilizers, primary screen, fluorescence, F442A cells; Q05BA5; 16 h; decrease of EGFP signal, % at 10 µM; actives 0.01% (n = 290,000); AID 1984, 2009;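 active means EGFP signal decrease of at least 30% at 10 µM or well 3 SD below plate mean, unless failing retest; inactive means the rest, including hits failing retest or dose response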; further: some compounds called inactive have numbers as strong as hits; many of its hits are not listed in these tables
HCV NS3 hel inh = inhibitors of HCV NS3 helicase, primary screen, biochemical, Cy5 molecular beacon fluorescence. Hepatitis C virus NS3 helicase. NS3 helicase DNA unwinding. inhibition, % at 10.9 µM. actives 0.56% (n = 290,000). AID 1800, 2009;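 active means inhibition above the mean of all tested compounds plus 3 SD, set per campaign, cut at about 35% in these data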;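 further: 0% = DMSO wells and 100% = thioflavine S control wells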
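Assay system: hepatitis C virus NS3 helicase domain fragment enzyme. Also added: annealed dual-labelled DNA beacon duplex, ATP-started. Timing: 1 h reaction at 25 °C, ATP-initiated. Technique: Cy5 fluorescence at 0 and 60 min, beacon hairpin quenching. Evaluation: % inhibition of unwinding. Replication: one well per compound.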
IDE act = human IDE activators in live cells, primary screen, fluorescence polarization, HEK cells, FAbeta-B substrate; Insulin-degrading enzyme (Homo sapiens), P14735; FAbeta-B cleavage; 0% vehicle, 100% cell-free pure enzyme wells; activation, % at 5.96 µM; actives 0.073% (n = 340,000); AID 493087, 2011;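 active means activation above the mean of all tested compounds plus 3 SD, set per screening campaign, cut at about 17% in these data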
CRFR2-BP antag = antagonists of CRF-BP/CRF-R2 complex, primary screen, cell-based, HEK293, calcium dye fluorescence, uHTS. actives 0.59% (n = 350,000). inhibition, % at 11.8 µM. CRF-induced calcium fluorescence. AID 588475, 2011;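 active means inhibition of the ligand-induced calcium signal above about 50% at the single tested concentration, limit read from the data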
VIM-2 inh = VIM-2 metallo-beta-lactamase inhibitors, primary screen, biochemical, epi-absorbance readout, Pseudomonas aeruginosa enzyme; purified VIM-2, nitrocefin hydrolysis, epi-absorbance fluorescence; AID 1527, 2009; actives 0.89% (n = 290,000); inhibition, % at 5.6 µM;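 active means inhibition above the mean of all tested compounds plus 3 SD, cutoff set per screening run, cut at about 7.5% in these data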;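 further: red hydrolysis product quenches plate fluorescence so inhibitors raise well fluorescence; 0% = enzyme with DMSO and 100% = DMSO without enzyme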
GalR3 antag = GalR3 antagonists in HEK293 cells, primary screen, cell-based, fluorescence readout | Galanin receptor type 3 (Homo sapiens), O60755 | HEK293 GalR3-CNG cAMP membrane potential fluorescence; galR3 body fused to GalR1 C-terminus | inhibition, % at 3 µM | actives 0.44% (n = 360,000) | AID 651719, 2012;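 active means inhibition above the screen-wide average plus 3 SD, cut at about 13% in these data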;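 further: forskolin and galanin both at EC90 stimulate the cells; cAMP rise reported by CNG channel membrane potential dye signal; 0% = forskolin plus galanin with DMSO and 100% = forskolin alone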
Target sequence (O60755 1-299 limits assumed): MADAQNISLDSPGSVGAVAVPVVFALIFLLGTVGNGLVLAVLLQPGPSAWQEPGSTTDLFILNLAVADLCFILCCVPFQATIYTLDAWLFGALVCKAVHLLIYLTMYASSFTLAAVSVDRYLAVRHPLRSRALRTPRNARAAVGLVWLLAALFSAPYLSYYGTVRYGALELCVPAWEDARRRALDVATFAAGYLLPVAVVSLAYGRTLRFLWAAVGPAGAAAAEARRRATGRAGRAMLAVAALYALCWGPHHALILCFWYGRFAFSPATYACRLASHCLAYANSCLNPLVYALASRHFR
UBC9 SUMO inh = inhibitors of in vitro SUMOylation cascade, primary screen, biochemical, HTRF, uHTS; actives 0.36% (n = 290,000); HTRF SUMOylation assay, SAE1/SAE2 + UBC9; SUMO-conjugating enzyme UBC9 (Homo sapiens), P63279; inhibition, % at 35 µM; in the data active means inhibition above about 50%, passing the limit was not always enough; further: strong numbers were not always called active
Target sequence (P63279 whole entry, looked up): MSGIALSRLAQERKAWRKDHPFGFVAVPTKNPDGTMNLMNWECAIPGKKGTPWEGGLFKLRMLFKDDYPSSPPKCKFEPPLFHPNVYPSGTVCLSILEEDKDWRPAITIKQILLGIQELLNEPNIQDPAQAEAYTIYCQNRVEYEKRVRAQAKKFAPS
IDE cell inh = human IDE inhibitors in live cells, primary screen, fluorescence polarization, HEK cells, FAbetaB substrate; Insulin-degrading enzyme (Homo sapiens), P14735; FAbetaB cleavage; inhibition, % at 5.59 µM; actives 0.41% (n = 320,000); AID 434962, 2010;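 active means percent inhibition above the average of all tested compounds plus 3 SD, set per screening campaign, cut at about 16% in these data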;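 further: IDE supplied by intact live HEK cells; FP after avidin binding of uncleaved biotin substrate so inhibition keeps polarization high; 0% = DMSO wells and 100% = 60 µM reference IDE inhibitor Ii1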
IMP-1 inhibitor = IMP-1 metallo-beta-lactamase inhibitors, primary screen, biochemical, epi-absorbance readout, Pseudomonas aeruginosa enzyme | inhibition, % at 5.6 µM | purified IMP-1, nitrocefin hydrolysis, epi-absorbance fluorescence | actives 0.45% (n = 290,000) | metallo-beta-lactamase IMP-1 (Pseudomonas aeruginosa);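 active means inhibition above the mean plus 3 SD of all compounds in the same screening run, cut at about 4.5% in these data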;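 further: 0% = IMP-1 with DMSO and 100% = DMSO wells lacking enzyme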
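System: purified IMP-1 / Input: IMP-1 dispensed at 0.2 nM / Medium: 50 mM HEPES pH 7.1, 50 µM ZnSO4, 0.05% Brij 35 / Timing: 15 min enzyme–compound preincubation, then 25 min nitrocefin reaction, 25 °C / Technique: plate fluorescence quenching by hydrolysis product, ex 480/em 530 nm / Repeats: singlicate testing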
An asterisk follows results filed as active.

How did CCOC(=O)C1=C(C)N(C)C(=S)NC1c1c(OCC)ccc2ccccc12 (centres undefined) do in these assays?
p-CIP stab down: 1; HCV NS3 hel inh: -3; IDE act: 6; CRFR2-BP antag: -10; VIM-2 inh: -2.0; GalR3 antag: 2; UBC9 SUMO inh: 5; IDE cell inh: 8; IMP-1 inhibitor: -1.0

What do the screens show for `COc1ccccc1CNC(=O)Cn1nc(C(F)(F)F)cc1C`?
IDE act: 5; CRFR2-BP antag: 0; GalR3 antag: -8; IDE cell inh: -7

What do the screens show for `Cc1ccccc1N1CC(C(=O)Nc2nnc(SCc3ccccn3)s2)CC1=O` (centres undefined)?
p-CIP stab down: -3; HCV NS3 hel inh: 7; IDE act: 5; CRFR2-BP antag: 9; VIM-2 inh: -2.2; GalR3 antag: -3; UBC9 SUMO inh: 6; IDE cell inh: 2; IMP-1 inhibitor: -2.6

How did Cc1sc2ncnc(SC(C)C#N)c2c1C (centres undefined) do in these assays?
HCV NS3 hel inh: 0; IDE act: 2; CRFR2-BP antag: 9; VIM-2 inh: 0.7; GalR3 antag: 4; IDE cell inh: -1; IMP-1 inhibitor: -3.1

What do the screens show for `COc1ccc(NC(=O)c2cc3n(n2)C(C(F)(F)F)CC(c2ccco2)N3)cc1` (centres undefined)?
p-CIP stab down: -2; HCV NS3 hel inh: 6; IDE act: 1; CRFR2-BP antag: 2; VIM-2 inh: -4.1; GalR3 antag: -3; UBC9 SUMO inh: 2; IDE cell inh: -1; IMP-1 inhibitor: -4.0

Results for N#CCCN(C(=O)Nc1ccc(Cl)cc1)c1ccccc1 ?
p-CIP stab down: -3; HCV NS3 hel inh: 2; IDE act: 2; CRFR2-BP antag: -13; VIM-2 inh: -1.2; GalR3 antag: -1; UBC9 SUMO inh: -4; IDE cell inh: 7; IMP-1 inhibitor: 2.3

How did CCOC(=O)c1ccc(NC(=O)c2nc[nH]c2C(=O)N[C@@H](CCCCNC(=O)OC(C)(C)C)C(=O)OC(C)(C)C)cc1 do in these assays?
p-CIP stab down: -2; IDE act: 12; CRFR2-BP antag: 14; GalR3 antag: -1; UBC9 SUMO inh: -40; IDE cell inh: -4

How did CN(C)CCCN(C(=O)c1ccc2c(c1)CCCC2)c1nc2ccc(Cl)cc2s1 do in these assays?
p-CIP stab down: -2; HCV NS3 hel inh: -74; IDE act: 6; CRFR2-BP antag: -191; VIM-2 inh: -3.3; GalR3 antag: -6; UBC9 SUMO inh: 12; IDE cell inh: 1; IMP-1 inhibitor: -1.6

What do the screens show for `COc1cc(NC(=O)CCCn2c(=O)oc3ccccc32)cc(OC)c1`?
IDE act: 5; CRFR2-BP antag: -5; GalR3 antag: -6; IDE cell inh: -2

How did COc1cccc(-c2cc(C(F)(F)F)n3nc(C(=O)Nc4c(C)n(C)n(-c5ccccc5)c4=O)cc3n2)c1 do in these assays?
p-CIP stab down: -9; HCV NS3 hel inh: 1; IDE act: 1; CRFR2-BP antag: -5; VIM-2 inh: 0.5; GalR3 antag: 4; UBC9 SUMO inh: -4; IDE cell inh: 0; IMP-1 inhibitor: -0.4

What do the screens show for `Cc1nn(Cc2ccccc2)c(C)c1CNC(=O)[C@H](C)N=C1NS(=O)(=O)c2ccccc21`?
IDE act: -3; CRFR2-BP antag: 19; GalR3 antag: -2; IDE cell inh: -7

Results for CCCCCCSc1nc2c(c(=O)[nH]c(=O)n2C)n1C ?
p-CIP stab down: -16; HCV NS3 hel inh: -3; IDE act: 2; CRFR2-BP antag: -20; VIM-2 inh: -1.9; UBC9 SUMO inh: 5; IDE cell inh: 0; IMP-1 inhibitor: -4.7

Results for COc1ccc(S(=O)(=O)Nc2ccccc2C(F)(F)F)cc1 ?
p-CIP stab down: 1; HCV NS3 hel inh: -4; IDE act: 1; CRFR2-BP antag: 18; VIM-2 inh: 1.0; GalR3 antag: -5; UBC9 SUMO inh: 13; IDE cell inh: 3; IMP-1 inhibitor: -2.6

Results for COc1cc(Nc2ccc(S(=O)(=O)N3CCN(C)CC3)cc2[N+](=O)[O-])cc(OC)c1 ?
IDE act: 3; CRFR2-BP antag: -20; GalR3 antag: -6; IDE cell inh: 2

What do the screens show for `C=CCc1ccccc1OCC(O)CN1CCN(c2ccc(OC)cc2)CC1` (centres undefined)?
p-CIP stab down: -4; HCV NS3 hel inh: -32; IDE act: 0; CRFR2-BP antag: 1; VIM-2 inh: -4.5; GalR3 antag: -8; UBC9 SUMO inh: 7; IDE cell inh: -1; IMP-1 inhibitor: -3.8

How did O=C(NCc1ccc2c(c1)OCO2)C1CCC(CNS(=O)(=O)c2cccc3nsnc23)CC1 (centres undefined) do in these assays?
p-CIP stab down: 2; HCV NS3 hel inh: -2; IDE act: 8; CRFR2-BP antag: 9; VIM-2 inh: -3.9; GalR3 antag: -5; UBC9 SUMO inh: 20; IDE cell inh: 0; IMP-1 inhibitor: -4.2

How did COc1cc(CC(NC(C)=O)C(=O)NC2CCN(c3nc(OC)nc(OC)n3)CC2)cc(OC)c1 (centres undefined) do in these assays?
p-CIP stab down: 6; HCV NS3 hel inh: -4; IDE act: 2; CRFR2-BP antag: 5; VIM-2 inh: -0.6; GalR3 antag: -5; UBC9 SUMO inh: -15; IDE cell inh: -1; IMP-1 inhibitor: -0.8

Results for CCOC(=O)C1CCN(c2c(NCCCN3CCN(Cc4ccccc4)CC3)c(=O)c2=O)CC1 ?
p-CIP stab down: -13; HCV NS3 hel inh: -6; IDE act: 9; CRFR2-BP antag: -8; VIM-2 inh: -2.5; GalR3 antag: -7; UBC9 SUMO inh: 9; IDE cell inh: 0; IMP-1 inhibitor: -4.3

Results for CC1=Nn2c(nnc2-c2n[nH]c3c2CCC3)SC1 ?
p-CIP stab down: -12; HCV NS3 hel inh: -3; IDE act: 0; CRFR2-BP antag: 29; VIM-2 inh: 0.5; GalR3 antag: -5; UBC9 SUMO inh: 25; IDE cell inh: 11; IMP-1 inhibitor: -0.6

What do the screens show for `COc1ccc(CCNC(=O)c2ccc(N3CCCCS3(=O)=O)cc2)cc1OC`?
p-CIP stab down: -6; HCV NS3 hel inh: 6; IDE act: 5; CRFR2-BP antag: -9; VIM-2 inh: -0.8; GalR3 antag: 5; IDE cell inh: 0; IMP-1 inhibitor: 0.3

4 structures out of the list, arranged by number of heavy atoms, smallest number first.
Results for N#CCCN(C(=O)Nc1ccc(Cl)cc1)c1ccccc1 ?
p-CIP stab down: -3; HCV NS3 hel inh: 2; IDE act: 2; CRFR2-BP antag: -13; VIM-2 inh: -1.2; GalR3 antag: -1; UBC9 SUMO inh: -4; IDE cell inh: 7; IMP-1 inhibitor: 2.3

What do the screens show for `COc1cc(NC(=O)CCCn2c(=O)oc3ccccc32)cc(OC)c1`?
IDE act: 5; CRFR2-BP antag: -5; GalR3 antag: -6; IDE cell inh: -2

Results for COc1cc(Nc2ccc(S(=O)(=O)N3CCN(C)CC3)cc2[N+](=O)[O-])cc(OC)c1 ?
IDE act: 3; CRFR2-BP antag: -20; GalR3 antag: -6; IDE cell inh: 2

How did COc1cc(CC(NC(C)=O)C(=O)NC2CCN(c3nc(OC)nc(OC)n3)CC2)cc(OC)c1 (centres undefined) do in these assays?
p-CIP stab down: 6; HCV NS3 hel inh: -4; IDE act: 2; CRFR2-BP antag: 5; VIM-2 inh: -0.6; GalR3 antag: -5; UBC9 SUMO inh: -15; IDE cell inh: -1; IMP-1 inhibitor: -0.8

Further records follow.
How did CC(C)N(C(C)C)S(=O)(=O)c1ccc(NN)nc1 do in these assays?
p-CIP stab down: -9; HCV NS3 hel inh: -11; IDE act: 10; CRFR2-BP antag: -4; VIM-2 inh: -1.6; GalR3 antag: -5; UBC9 SUMO inh: 10; IDE cell inh: -1; IMP-1 inhibitor: -2.0

How did Cc1cccc(C)c1NC(=S)NC(C)CCc1ccccc1 (centres undefined) do in these assays?
p-CIP stab down: -12; HCV NS3 hel inh: 2; IDE act: 3; CRFR2-BP antag: 6; VIM-2 inh: -4.0; GalR3 antag: -3; UBC9 SUMO inh: -8; IDE cell inh: 7; IMP-1 inhibitor: -4.3

What do the screens show for `O=C1COc2ccc(C(=O)COC(=O)CCSc3ccc(Cl)cc3)cc2N1`?
p-CIP stab down: -5; HCV NS3 hel inh: -5; IDE act: 4; CRFR2-BP antag: -11; VIM-2 inh: -1.7; GalR3 antag: -6; UBC9 SUMO inh: 2; IDE cell inh: 6; IMP-1 inhibitor: -0.7

How did NC(=O)C(c1ccc(Br)cc1)c1ccc(C(=O)c2ccccc2)cc1 (centres undefined) do in these assays?
p-CIP stab down: 7; HCV NS3 hel inh: -11; IDE act: 1; CRFR2-BP antag: -16; VIM-2 inh: -1.8; GalR3 antag: -10; UBC9 SUMO inh: -43; IDE cell inh: 2; IMP-1 inhibitor: -3.7

How did CCC1Sc2ccc(S(=O)(=O)CCC(=O)Nc3cc(C)ccn3)cc2NC1=O (centres undefined) do in these assays?
p-CIP stab down: 5; HCV NS3 hel inh: 2; IDE act: -1; CRFR2-BP antag: -28; VIM-2 inh: -6.0; GalR3 antag: -10; IDE cell inh: 0; IMP-1 inhibitor: -0.8

Results for O=C1CC2(CCCCCC2)Oc2ccc(Cl)cc21 ?
IDE act: 6; CRFR2-BP antag: 1; GalR3 antag: -7; IDE cell inh: 1

Results for CCOc1ccccc1N(CC(=O)Nc1ccc(S(=O)(=O)N2CCCC2)cc1)S(C)(=O)=O ?
p-CIP stab down: -9; HCV NS3 hel inh: 1; IDE act: -1; CRFR2-BP antag: -2; VIM-2 inh: -4.9; GalR3 antag: -2; UBC9 SUMO inh: -4; IDE cell inh: -1; IMP-1 inhibitor: -0.8

What do the screens show for `COc1ccc(N2CCN(C(=O)C3CCCN(S(=O)(=O)c4ccc(C)cc4)C3)CC2)cc1` (centres undefined)?
p-CIP stab down: -2; HCV NS3 hel inh: 3; IDE act: -3; CRFR2-BP antag: -9; VIM-2 inh: -0.8; GalR3 antag: -8; UBC9 SUMO inh: -14; IDE cell inh: 3; IMP-1 inhibitor: -2.9

Random draw from the library; overall some 3.2% were active at least once.
